Screens from PubChem.
DENV2 CPE: protects cells from dengue virus 2 cytopathic effect; DENV2-infected cells, cytopathic effect rescue, plate reader; CPE inhibition, % at 9.99 µM; 350,000 tested, 1.7% active; in the data active = CPE inhibition above about 20%, passing the limit was not always enough; inconclusive = no clear call, values can overlap the other calls; tested in BHK-21 cells;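 note: 0% = median of neutral control wells and 100% = median of positive control wells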
Casp6 inh: inhibitors of human caspase-6; AID 686996; inhibition, % at 12.5 µM; 350,000 tested, 0.53% active; purified caspase-6, Z-VEID-R110 cleavage fluorescence; P55212;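 active = mean inhibition across replicates at least about 35%, with every replicate also reaching that limit, limit read from the data; inconclusive = only one of the two criteria met; inactive = neither criterion met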;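 note: 0% = median of neutral control wells and 100% = no fluorescence left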
Target sequence (P55212 24-179 limits assumed): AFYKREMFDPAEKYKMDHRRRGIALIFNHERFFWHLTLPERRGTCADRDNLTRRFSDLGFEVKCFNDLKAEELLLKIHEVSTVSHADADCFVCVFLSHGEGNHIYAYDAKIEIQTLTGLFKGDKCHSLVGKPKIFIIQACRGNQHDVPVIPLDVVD
Target sequence (P55212 194-293 limits assumed): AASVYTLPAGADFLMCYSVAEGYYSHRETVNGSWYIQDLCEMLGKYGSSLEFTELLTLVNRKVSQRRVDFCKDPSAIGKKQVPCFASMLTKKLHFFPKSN
SIRT5 inh: inhibitors of human sirtuin-5 desuccinylase; inhibition, % at 15 µM; AID 652115; Purified SirT5, succinyl-peptide AMC, trypsin-coupled fluorescence; Q9NXA8; 330,000 tested, 1.1% active; in the data active = inhibition above about 15%; inconclusive = no clear call, values can overlap the other calls
Target sequence (Q9NXA8 whole entry, looked up): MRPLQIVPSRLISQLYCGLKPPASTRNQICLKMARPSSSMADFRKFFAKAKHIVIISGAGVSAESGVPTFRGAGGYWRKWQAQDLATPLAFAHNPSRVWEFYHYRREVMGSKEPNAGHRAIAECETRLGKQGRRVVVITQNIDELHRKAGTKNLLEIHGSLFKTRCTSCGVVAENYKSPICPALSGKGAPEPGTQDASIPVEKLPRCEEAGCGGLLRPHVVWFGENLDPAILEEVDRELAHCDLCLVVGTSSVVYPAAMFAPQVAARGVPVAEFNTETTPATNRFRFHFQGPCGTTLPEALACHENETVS
PAX8 inh HTS: PAX8 transcriptional activity inhibition. inhibition, % at 12.6 µM. 360,000 tested, 1.2% active. RMG-I TPO-luciferase reporter, SteadyGlo, 24 h;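 active = mean replicate inhibition at least 60% with every replicate also reaching 60%; inconclusive = only one of the two criteria is met; inactive = mean below 60% and not all replicates reaching 60%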;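 note: luciferase light reporting Pax8 driven TPO promoter activity; plate controls were median of neutral control wells for no effect and mitoxantrone controls for full effect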
LGR2 antag: blocks bursicon-induced cAMP signaling via Drosophila LGR2; HEK293 LGR2, CRE-luciferase, bursicon-stimulated, 4 h; inhibition, % at 9.99 µM; 380,000 tested, 0.35% active;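 active = drop in luminescence signal, shown as inhibition above about 50% in the replicate tests, limit read from the data, passing the limit was not always enough; inconclusive = probably only some replicates passing the limit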;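 note: agonist challenge used bursicon conditioned medium at about half maximal strength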
EWS-Fli block: inhibitors of EWS/Fli oncoprotein transcriptional activity | AID 651661 | 350,000 tested, 0.67% active | A673 NR0B1-luciferase reporter, viability-normalised | inhibition, % at 12.6 µM;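 active = mean inhibition of at least 50% after viability correction, with every replicate also passing that limit; inconclusive = mean reaches 50% but only one of two replicates passes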;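 note: firefly luciferase signal divided by Alamar Blue viability fluorescence both relative to DMSO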
ARNT-TACC3 inh: ARNT/TACC3 interaction disruption. 390,000 tested, 0.66% active. inhibition, % at 9.99 µM. AlphaScreen His-ARNT PAS-B/GST-TACC3 binding, luminescence; TACC3 fragment carries E629A point mutation. Q9Y6A5;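 active = mean inhibition of replicates at least 50% and at least half of replicates each reaching 50%; inconclusive = half or more replicates reach 50% but mean below 50%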;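 note: 0% = complete ARNT plus TACC3 wells and 100% = ARNT alone without TACC3; many hits fall short of the cut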
Starred values were filed as active, the others as inactive; ? = inconclusive; . = not tested or not shown; & = joins results of further samples; ! = repeats disagree. No enrichment for hits. Share with any hit: about 4.9%.

Preview:
molecule	DENV2 CPE	Casp6 inh	SIRT5 inh	PAX8 inh HTS	LGR2 antag	EWS-Fli block	ARNT-TACC3 inh
COc1ccc(C2=NOC(C(=O)Nc3cccnc3Cl)C2)cc1 (stereo unspecified)	9	2	-4	5	-6	-1	-2
COc1ccccc1NC(=O)Nc1ccc(C(N)=O)cc1	-4	0	0	-3	-7	-22	-1
Cc1ccccc1S(=O)(=O)N1CCCc2nc(-c3ccc(F)cc3)ccc21	0	1	.	2	-17	15	.
COc1ccc(CCNC(=O)C2CC(c3cc(C(F)(F)F)cc(C(F)(F)F)c3)=NO2)cc1 (stereo unspecified)	?	-1	0	-10	4	-5	-7
COc1ccc([C@@H]2[C@@H]3C(=O)N(C(C)(C)C)C(=O)[C@@H]3[C@]3(CC(C)C)C(=O)N(c4ccc(C(F)(F)F)cc4)C(=O)N23)cc1	-7	-3	-2	-25	7	-5	3
O=C(Nc1ccc(F)cc1)Nc1ccccc1F	-4	2	-4	-166	-70	-37	.
C[C@@H]1CN([C@H](C)CO)C(=O)Cc2cc(NC(=O)Nc3ccc(C(F)(F)F)cc3)ccc2O[C@H]1CN(C)Cc1ccc(-c2ccccc2)cc1	-23	0	1	4	8	-1	11
O=C(CN1C(=O)NC2(CCCC2)C1=O)Nc1cc(Cl)ccc1N1CCCCC1	0	-1	-2	3	0	5	20
COc1cc(/C=C/c2ccc3cccc([N+](=O)[O-])c3n2)ccc1OCC#N	1	0	-2	39	-4	-30	0
Cc1ccc(N(C)C)cc1	22*	1	.	.	16	-11	.
COc1cc(C(=O)OCC2CC(c3ccccc3)=NO2)cc(OC)c1OC (stereo unspecified)	3	6	-1	14	-2	-26	1
O=C(Nc1ccc(S(=O)(=O)NCc2ccco2)cc1)C1CCCCC1	.	10	-2	5	8	14	1
C[C@@H]1CCCCO[C@@H](CN(C)CC2CC2)[C@@H](C)CN([C@H](C)CO)C(=O)c2cc(NS(=O)(=O)c3ccccc3)ccc2O1	2	-1	2	-4	-2	.	0
COc1ccc(OCC(O)CN2CCNCC2)cc1 (stereo unspecified)	-5	-4	0	0	-3	4	-2

The listing (from the top)
molecule	DENV2 CPE	Casp6 inh	SIRT5 inh	PAX8 inh HTS	LGR2 antag	EWS-Fli block	ARNT-TACC3 inh
COc1ccc(C2=NOC(C(=O)Nc3cccnc3Cl)C2)cc1 (stereo unspecified)	9	2	-4	5	-6	-1	-2
COc1ccccc1NC(=O)Nc1ccc(C(N)=O)cc1	-4	0	0	-3	-7	-22	-1
Cc1ccccc1S(=O)(=O)N1CCCc2nc(-c3ccc(F)cc3)ccc21	0	1	.	2	-17	15	.
COc1ccc(CCNC(=O)C2CC(c3cc(C(F)(F)F)cc(C(F)(F)F)c3)=NO2)cc1 (stereo unspecified)	?	-1	0	-10	4	-5	-7
COc1ccc([C@@H]2[C@@H]3C(=O)N(C(C)(C)C)C(=O)[C@@H]3[C@]3(CC(C)C)C(=O)N(c4ccc(C(F)(F)F)cc4)C(=O)N23)cc1	-7	-3	-2	-25	7	-5	3
O=C(Nc1ccc(F)cc1)Nc1ccccc1F	-4	2	-4	-166	-70	-37	.
C[C@@H]1CN([C@H](C)CO)C(=O)Cc2cc(NC(=O)Nc3ccc(C(F)(F)F)cc3)ccc2O[C@H]1CN(C)Cc1ccc(-c2ccccc2)cc1	-23	0	1	4	8	-1	11
O=C(CN1C(=O)NC2(CCCC2)C1=O)Nc1cc(Cl)ccc1N1CCCCC1	0	-1	-2	3	0	5	20
COc1cc(/C=C/c2ccc3cccc([N+](=O)[O-])c3n2)ccc1OCC#N	1	0	-2	39	-4	-30	0
Cc1ccc(N(C)C)cc1	22*	1	.	.	16	-11	.
COc1cc(C(=O)OCC2CC(c3ccccc3)=NO2)cc(OC)c1OC (stereo unspecified)	3	6	-1	14	-2	-26	1
O=C(Nc1ccc(S(=O)(=O)NCc2ccco2)cc1)C1CCCCC1	.	10	-2	5	8	14	1
C[C@@H]1CCCCO[C@@H](CN(C)CC2CC2)[C@@H](C)CN([C@H](C)CO)C(=O)c2cc(NS(=O)(=O)c3ccccc3)ccc2O1	2	-1	2	-4	-2	.	0
COc1ccc(OCC(O)CN2CCNCC2)cc1 (stereo unspecified)	-5	-4	0	0	-3	4	-2
O=C(c1cc(-c2ccc(Br)cc2)n[nH]1)N1CCN(C(=O)c2ccccc2Br)CC1	-6	-1	-4	8	0	2	-1
C[C@@H]1CN([C@H](C)CO)S(=O)(=O)c2ccc(-c3ccccc3F)cc2O[C@H]1CN(C)C	5	2	1	-7	5	-2	0
CCN1CCN(CCOc2cccc(Oc3ccccc3)c2)CC1	1	0	-1	-13	-1	11	2
O=C(C[C@@H]1CC[C@H](NC(=O)CC2CC2)[C@@H](CO)O1)NCc1ccc(Cl)cc1	0	0	-1	1	-19	2	0
O=C1CCN(Cc2ccccc2)S(=O)(=O)c2c(F)cc(F)cc21	1	-2	-1	-29	11	-8	-5
O=C(COC(=O)c1ccccc1NCCO)NNC(=O)c1cccs1	4	5	-18	-17	0	0	-3
CCN1/C(=C/c2ccc3cc(C)cc(C)c3[n+]2CC)Sc2cc(C)ccc21	3	-37	3	101*	82*	76*	25
COc1ccccc1CNC(=O)CCCN1C(=O)NC2(CCCC2)C1=O	55*	2	-2	10	-7	8	3
CC(=O)c1c(C)[nH]c(C(=O)Nc2ccc(N3CCCCCC3)cc2)c1C	-9	-1	1	32	-6	25	.
CN1CCCN(C(=O)CNC(=O)c2ccc(Cl)cc2Cl)CC1	-1	-8	.	-5	-6	-5	6
O=C(C1CCCCC1)N1CC[C@@H]2[C@H](CO)Nc3ccc(C#Cc4ccc(F)cc4)cc3[C@@H]21	5	0	6	-4	6	1	-8
CCN(CC)CCN1C(=O)c2ccccc2NC1c1ccc(F)cc1 (stereo unspecified)	.	-4	-8	.	8	.	-24
Cn1cnc2c1c(=O)n(Cc1ccc(Cl)cc1Cl)c(=O)n2C	?	-1	0	23	-1	4	7
CN(C)C(=O)c1cccc(-c2ccc3c(c2)[C@H]2[C@H](CCN2C(=O)c2ccncc2)[C@H](CO)N3C)c1	-8	3	5	-43	-10	-8	-8
Cc1ccc2ncnc(Oc3ncccc3NC(=O)C(C)(C)C)c2c1	-1	0	-1	-8	10	-1	-7
C[C@@H]1CN([C@@H](C)CO)C(=O)c2cc(NS(=O)(=O)c3cn(C)cn3)ccc2O[C@H]1CN(C)C(=O)Nc1ccc(F)cc1	.	.	.	1	18	-7	.
COc1ccc(/C=N\NC(=O)c2ccccc2)cc1COc1ccccc1	-4	0	-4	.	-21	-14	5
O=C1N[C@H](Cc2ccccc2)COC(=O)[C@H](Cc2ccc(F)cc2)CC/C=C/C[C@@H]1CC(=O)N(CCO)Cc1ccccc1	-1	-1	1	50	.	3	-1
CC(=O)c1cccc(NC(=O)c2ccccc2N(C)S(=O)(=O)c2ccc(C)cc2)c1	2	-1	4	-23	4	8	-4
NC(=O)[C@H](Cc1cc2ccccc2s1)NC(=O)[C@@H]1CC2(CC(c3cccc(NC(=O)[C@@H]4CCC(=O)N4)c3)=NO2)CN1C(=O)/C=C/Sc1ccccc1 (stereo partly specified)	-13	-2	1	-20	-18	-1	-2
COCCCNC(=S)Nc1cccc(S(=O)(=O)NC2=NCCC2)c1	18	14	-2	13	-18	10	3
Cc1ccc2nc(SCC(=O)NNC(=O)c3ccccc3)[nH]c2c1	.	.	.	11	4	.	-6
Cc1noc(C)c1S(=O)(=O)N(C)C[C@@H]1Oc2ccc(NC(=O)C3CC3)cc2CC(=O)N([C@H](C)CO)C[C@@H]1C	?	1	1	7	8	6	3
COCCNC(=O)c1onc(CS(=O)(=O)c2cc(C)cc(C)c2)c1C(=O)NCCOC	-11	1	-6	1	-5	2	-1
COc1ccc(-c2ccc3c(c2)[C@@H]2C[C@H](N(C)S(=O)(=O)c4ccccc4)[C@H]([C@H](C)O)C(=O)N2CC3)cc1	-7	-2	0	11	10	10	2
O=C(C[C@H]1CC[C@@H]2[C@H](COC[C@@H](O)CN2Cc2ccccc2F)O1)N[C@H]1CCN(Cc2ccccc2)C1	3	0	23*	20	.	4	-23
Cc1cc(=O)oc2cc(OCC(=O)OCC(=O)Nc3ccc4ccccc4c3)ccc12	.	.	.	17	2	.	-12
CCC(=O)CN(Cc1cc(OC)ccc1OC)S(=O)(=O)c1ccccc1Br	5	3	-4	-12	-8	2	-8
CN1C(=O)c2cc(NC(=O)C3CC3)ccc2OC[C@H]2O[C@H](CC(=O)NCCN3CCCC3)CC[C@H]21	17	-1	-9	-9	-5	5	3
CN1C[C@@H]2[C@H](c3ccccc31)[C@H](CO)N2C(=O)c1cccnc1	5	-4	4	3	10	1	2
O=C(C[C@H]1CC[C@H]2[C@@H](COC[C@@H](O)CN2S(=O)(=O)c2cccc(F)c2)O1)NCc1ccc2c(c1)OCO2	3	3	-1	.	-6	.	-2
COc1ccc(C(=O)OCC(=O)c2ccc(CNC(C)=O)s2)cc1	16	-1	-17	-40	-36	-6	1
CC(C)c1ccc(NC(=O)CSc2n[nH]c(=O)n2C2CC2)cc1	-2	-1	-3	14	1	5	.
CCO[C@H]1OC(C(=O)Nc2ccccc2)=C[C@@H](c2coc3ccccc3c2=O)[C@@H]1CCCO	23*!	3&1	5	-1	2	1&8	-9&-3
COC(=O)[C@]12C[C@H](CC(=O)N3CCSCC3)C(=O)N(Cc3ccc4c(c3)OCO4)C1=C[C@H](COCc1ccccc1)O[C@@H]2C	1	1	.	1	-6	4	.
COc1ccc(C2CC(O)(c3ccccc3)Oc3c(C)ccc(C)c32)cc1 (stereo unspecified)	10	.	.	0	15	10	1

(listing goes on)
molecule	DENV2 CPE	Casp6 inh	SIRT5 inh	PAX8 inh HTS	LGR2 antag	EWS-Fli block	ARNT-TACC3 inh
Cc1c(CCO)c(=O)[nH]n1S(=O)(=O)c1cccc(C(F)(F)F)c1	-2	3	2	-14	-3	.	1
O=C(CNS(=O)(=O)c1ccccc1)Nc1ccc2c(c1)OCO2	0	-2	-1	-20	-8	-8	2
CN(C)CCCNc1nc2sc3c(c2c(=O)n1CCc1ccccc1)CCCCC3	-6	-3	-4	-10	.	19	16
C[C@@H]1CN([C@@H](C)CO)C(=O)c2cc(NS(=O)(=O)c3cn(C)cn3)ccc2O[C@@H]1CN(C)CC1CCCCC1	4	-3	2	.	7	2	-12
